Screening results as filed in PubChem.
PolyA inh: yeast polyadenylation inhibition; calls only at 12 µM; S. cerevisiae SKY197-pL101 polyadenylation reporter, beta-gal luminescence; efflux-impaired pdr1/pdr3 knockout yeast; score 100 = 6 SD above DMSO; 0.02% of 300,000 active; AID 1875;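 active = lowest replicate activity score at least 50, where 100 means six control SD above control mean; inconclusive = lowest score under 50 but half or more replicates reach 50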;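 also: yeast exposed to compound for 9 h at 30 °C; higher score means more reporter readthrough which indicates perturbed polyadenylation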
Platelet DG rel: modulates dense granule release in human platelets; human platelet-rich plasma, SFLLRN dense granule ATP release, luminescence; AID 1663; 0.22% of 300,000 active; inhibition, %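 (compounds screened at 7.5 µM in platelet-rich plasma)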;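 active = mean replicate score, as percent of positive control, at or above 50; inconclusive = mean below 50 but at least one replicate at or above 50; inactive = mean and every replicate below 50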
AI-2 QS mod: modulators of Vibrio harveyi AI-2 quorum sensing system. activity change, % at 7.5 µM. AID 2094. Vibrio harveyi JMH597 AI-2 luminescence/OD600 ratio, 9 h; stronger effect = lower value; strain lacks LuxN and CqsS sensors; 0 = neutral-control median. 0.4% of 300,000 active; in the data active = activity change below about -75%, passing the limit was not always enough; inconclusive = no clear call, values can overlap the other calls;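 also: luminescence divided by OD600 gain over 9 h not by final OD600 alone; inactives centre near 13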
Dyrk1A ADPGlo: Dyrk1A (rat) kinase inhibition. AID 504441. inhibition, % at 12.5 µM. ADP-Glo luminescence, NFATc1 peptide. Q63470. 0.43% of 310,000 active; in the data active = inhibition above about 50%;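 also: plate controls were vehicle with enzyme for no effect and no enzyme for full effect; many of its hits are not listed in these tables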
GSK3B inh: human GSK3beta kinase inhibition | activity score (negative = inhibition), % at 10 µM | 0.038% of 300,000 active | GST-GSK3beta kinase, ADP-Glo luminescence, 60 min; stronger effect = lower value | AID 2097 | P49841;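 active = more than half of replicate wells score below -50%, meaning over 50% inhibition versus plate controls; inconclusive = some replicates but at most half score below -50%; inactive = no replicate scores below -50%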;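 also: 0% = median DMSO wells and -100% = median GW8510 positive control wells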
Target sequence (P49841 whole entry, looked up): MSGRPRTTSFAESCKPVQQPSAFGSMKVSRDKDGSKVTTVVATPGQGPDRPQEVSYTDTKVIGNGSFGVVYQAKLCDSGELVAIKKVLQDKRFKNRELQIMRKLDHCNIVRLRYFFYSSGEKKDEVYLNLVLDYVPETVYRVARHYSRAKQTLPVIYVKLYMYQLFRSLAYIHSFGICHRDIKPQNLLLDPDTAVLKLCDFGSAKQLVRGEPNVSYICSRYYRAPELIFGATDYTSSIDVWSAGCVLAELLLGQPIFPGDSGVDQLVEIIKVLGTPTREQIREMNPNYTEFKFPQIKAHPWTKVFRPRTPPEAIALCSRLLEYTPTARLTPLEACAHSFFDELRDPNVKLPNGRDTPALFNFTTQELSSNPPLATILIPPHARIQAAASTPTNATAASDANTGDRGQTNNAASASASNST
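Test system: GST-tagged human GSK3beta kinase, cell-free; evaluation: activity score scaled between in-plate DMSO and GW8510 controls; measured by: ADP-Glo luminescence; incubation: 60 min reaction, RT; benchmarks: DMSO and 20 µM GW8510; reagent: peptide substrate plus 25 µM ATP (final); medium: Tris/MgCl2 kinase buffer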
HSF1 inhib: HSF1 inhibition | activity change, negative = inhibition, % at 7.5 µM (by protocol) | 0.77% of 300,000 active | NIH3T3-HGL HSE-luciferase, MG132-induced, luminescence 8 h; stronger effect = lower value;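 active = more than half of replicate wells show activity change below -50%, luminescence cut by over half; inconclusive = some wells, but at most half, below -50%; inactive = no replicate well below -50%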;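 also: luciferase reports HSF-1 transcriptional activity via heat shock element; 0% = median of DMSO wells and -100% = zero luminescence signal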
HSP90 inh: HSP90 refolding inhibition in rabbit reticulocyte lysate | luciferase refolding luminescence, 3 h | inhibition, % at 5.6 µM | 0.91% of 290,000 active | AID 1789;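 active = inhibition above the screen-wide mean plus 3 SD, computed separately per campaign, cut at about 16% in these data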;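 also: 0% = DMSO wells and 100% = 60 µM geldanamycin wells; inhibitors lower the luminescence because luciferase stays unfolded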
GSK3A inh: blocks human GSK-3 alpha kinase | P49840 | ADP-Glo luminescence, 60 min | inhibition, % at 10 µM | 0.1% of 320,000 active | AID 2650;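 in the data active = inhibition above about 50%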;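 also: GST-tagged GSK-3 alpha with peptide substrate and 25 µM ATP; 0% = DMSO neutral wells and 100% = GW8510 positive control wells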
Target sequence (P49840 whole entry, looked up): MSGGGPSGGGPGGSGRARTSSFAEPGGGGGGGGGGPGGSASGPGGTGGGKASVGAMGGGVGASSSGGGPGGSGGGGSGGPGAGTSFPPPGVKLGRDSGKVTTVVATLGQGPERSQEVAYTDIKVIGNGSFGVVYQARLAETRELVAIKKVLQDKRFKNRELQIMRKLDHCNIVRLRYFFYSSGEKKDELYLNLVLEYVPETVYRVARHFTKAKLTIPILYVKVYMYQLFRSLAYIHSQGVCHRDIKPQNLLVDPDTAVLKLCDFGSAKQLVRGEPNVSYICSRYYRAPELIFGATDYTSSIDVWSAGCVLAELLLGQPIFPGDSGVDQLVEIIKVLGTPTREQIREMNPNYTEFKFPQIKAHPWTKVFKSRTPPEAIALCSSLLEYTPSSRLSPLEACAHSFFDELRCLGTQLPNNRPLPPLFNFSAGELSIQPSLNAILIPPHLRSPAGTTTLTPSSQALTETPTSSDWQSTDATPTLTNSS
HDAC3 inhib: blocks human histone deacetylase 3. recombinant HDAC3, fluorogenic peptide/trypsin coupled, fluorescence. inhibition, % at 8.3 µM. 0.15% of 320,000 active; in the data active = inhibition above about 26%, passing the limit was not always enough; inconclusive = no clear call, values can overlap the other calls
HSF1 activator: increases HSF-1 driven luciferase reporter signal; NIH3T3-HGL HSF-1 luciferase reporter, MG132, 8 h; 100% = twice DMSO control signal; activation, % at 9 µM; 1.7% of 300,000 active;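 active = mean replicate activation of at least 50% with a set share of replicates each reaching 50%; inconclusive = only one of those two conditions met; inactive = mean below 50% and too few replicates reaching it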;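 also: 0% = median of the neutral control wells and 100% = twice that signal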
The depositor's hits bear a star; i = inactive; ? = inconclusive; · = not tested or not shown. Not all compounds are listed, so the mix of outcomes need not match the whole.

cpd | SMILES | PolyA inh | Platelet DG rel | AI-2 QS mod | Dyrk1A ADPGlo | GSK3B inh | HSF1 inhib | HSP90 inh | GSK3A inh | HDAC3 inhib | HSF1 activator
1 | Cc1ccc(-c2cc(-c3ccc(F)cc3)n[nH]2)c(O)c1 | i | 4 | -26 | -1 | 2 | 26 | -1 | -2 | 1 | 30
2 | C/C(=N\NC(=O)Cn1nc(C)c(Br)c1C)c1cccs1 | i | -7 | 28 | 0 | 0 | 0 | -4 | -1 | 0 | 7
3 | Cc1cccc(NC(=O)CSc2nc3[nH]ncc3c(=O)[nH]2)c1 | i | -2 | 34 | -1 | -2 | 1 | -1 | 0 | -2 | 7
4 | COc1cccc(CNS(=O)(=O)c2c(C)nc3scc(C)n3c2=O)c1 | i | -2 | 20 | -4 | 3 | 0 | 1 | 0 | -3 | 1
5 | CC(=O)Nc1ccn(Cc2c(F)cccc2Cl)n1 | i | -4 | 12 | -4 | 0 | 5 | -2 | 0 | -6 | 16
6 | NC(=O)C1CCN(C(=O)/C=C/c2cccc(Br)c2)CC1 | i | -2 | 13 | -2 | -1 | -1 | -2 | -2 | 10 | 4
7 | O=C(CCCn1c(=S)[nH]c2cc3c(cc2c1=O)OCO3)N1CCN(c2ccccc2)CC1 | i | -7 | -6 | -12 | -1 | -4 | 2 | -4 | -1 | 15
8 | Cc1ccc(C)c(N(CC(=O)NC(C)C)C(=O)CCC(=O)Nc2ccccn2)c1 | i | 15 | 9 | -5 | -2 | 3 | -5 | 0 | 3 | 11
9 | Cc1ccccc1NC(=O)NC1CCCc2ccccc21 (stereo not given) | i | 25 | 12 | -5 | -4 | 8 | 4 | -1 | -3 | 18
10 | COc1ccc(C(=O)Nn2c(C)nc3ccccc3c2=O)cc1[N+](=O)[O-] | i | -3 | 9 | 0 | 0 | -44 | -3 | -1 | 0 | -56
11 | CCc1ccc(-c2cc(C)no2)cc1S(=O)(=O)Nc1ccc(C)cn1 | i | 4 | 16 | 1 | 1 | -2 | -2 | 2 | -1 | -2
12 | Cc1ccccc1NC(=O)c1cccc(N2C(=O)C3CCCCC3C2=O)c1 (stereo not given) | i | -11 | 3 | -3 | 9 | 1 | -2 | -2 | -5 | 4
13 | Cc1cccc(Nc2nc(N3CCCC3)nc(N3CCCC3)n2)c1 | i | -3 | 9 | -10 | 1 | -9 | -2 | -3 | -6 | -8
14 | Cc1ccc(NC(=O)CCC(=O)OC(C(=O)c2ccc(C)c(C)c2)c2ccccc2)c(C)c1 (stereo not given) | i | -4 | 3 | 6 | 0 | 1 | 5 | -1 | -4 | -7
15 | O=C(c1ccc(Br)o1)N(Cc1ccccc1)c1ccccn1 | i | 0 | 21 | -3 | 3 | 1 | -1 | -2 | 0 | -13
16 | CS(=O)(=O)c1ccc(N2CCN(c3ccccn3)CC2)c([N+](=O)[O-])c1 | i | 1 | 25 | 1 | 1 | -3 | 0 | 2 | 6 | 2

Reformatted: 5 of the compounds above.
15: O=C(c1ccc(Br)o1)N(Cc1ccccc1)c1ccccn1
4: COc1cccc(CNS(=O)(=O)c2c(C)nc3scc(C)n3c2=O)c1
5: CC(=O)Nc1ccn(Cc2c(F)cccc2Cl)n1
3: Cc1cccc(NC(=O)CSc2nc3[nH]ncc3c(=O)[nH]2)c1
2: C/C(=N\NC(=O)Cn1nc(C)c(Br)c1C)c1cccs1
Assay by compound,15,4,5,3,2
PolyA inh,i,i,i,i,i
Platelet DG rel,0,-2,-4,-2,-7
AI-2 QS mod,21,20,12,34,28
Dyrk1A ADPGlo,-3,-4,-4,-1,0
GSK3B inh,3,3,0,-2,0
HSF1 inhib,1,0,5,1,0
HSP90 inh,-1,1,-2,-1,-4
GSK3A inh,-2,0,0,0,-1
HDAC3 inhib,0,-3,-6,-2,0
HSF1 activator,-13,1,16,7,7

Additional records follow.
cpd | SMILES | PolyA inh | Platelet DG rel | AI-2 QS mod | Dyrk1A ADPGlo | GSK3B inh | HSF1 inhib | HSP90 inh | GSK3A inh | HDAC3 inhib | HSF1 activator
17 | CCOCCCNC(=O)C(NC(=O)c1ccccn1)c1ccc(C)cc1 (stereo not given) | i | 0 | 24 | 8 | -2 | 9 | 1 | -3 | -3 | -5
18 | COc1ccccc1/C=C/C=N/n1c(-c2ccc(C)cc2)n[nH]c1=S | i | -26 | 34 | -4 | 4 | 0 | 10 | -1 | 2 | -3
19 | CN1COc2ccc3ccccc3c2C1 | i | -2 | 10 | 2 | 2 | -4 | -7 | 12 | -11 | -4
20 | COc1ccccc1-n1c(CNC(=O)COc2ccccc2)n[nH]c1=S | i | 4 | 30 | 4 | 0 | -2 | 1 | 1 | 8 | 6
21 | c1ccc(N2CCN(Cc3ccnc4ccccc34)CC2)cc1 | i | 2 | 48 | 4 | 0 | -3 | 1 | 1 | 0 | -17
22 | Cc1nn(CCCC(=O)NCc2ccc(F)cc2)c(=O)c2nccn12 | i | -1 | 24 | -2 | -1 | -7 | -1 | 0 | 6 | 4
23 | O=C(NCc1ccco1)c1ccc2c(c1)S(=O)(=O)c1ccccc1C2=O | i | -1 | 11 | 4 | 3 | 4 | · | -2 | -4 | -3
24 | CC(=O)Nc1ccc(C(=O)OCC(=O)NCc2ccccc2)cc1 | i | -4 | 11 | -2 | 0 | -13 | -3 | 1 | 2 | -11
25 | O=C(CNC(=O)c1sc2ccccc2c1Cl)NCc1cccnc1 | i | -1 | 13 | -2 | -4 | -8 | 1 | -1 | -1 | -18
26 | CCOC(=O)CC1CCCCN1C(=O)CCCn1nnnc1CN1CCOCC1 (stereo not given) | i | -1 | 31 | 19 | -2 | -6 | -1 | -1 | -3 | -11
27 | N#CC1=C(N)NC(SCC(=O)c2ccccc2)=C(C#N)C12CCCC2 | i | -6 | 37 | 7 | -4 | 7 | 0 | 0 | 10 | 32
28 | CC(=O)CC(=O)Nc1ncc(C(F)(F)F)cc1Cl | i | 8 | 18 | 1 | 4 | -9 | 3 | -2 | -6 | -7
29 | CCOC(=O)c1c(-c2ccc(OC)cc2)csc1NC(=O)CSc1ncnc2sccc12 | i | -6 | 14 | -43 | 1 | 13 | 4 | 4 | 18 | 47
30 | Cn1c(=O)[nH]c(Nc2ccc(F)cc2)c([N+](=O)[O-])c1=O | i | 2 | 15 | 23 | -1 | -9 | 2 | 9 | -8 | -10
31 | Cc1cc(Br)c2[nH]cc(CCNC(=O)c3ccco3)c2c1 | i | -1 | 18 | 1 | 1 | -69* | -6 | -1 | 3 | -77
32 | O=C(C1COc2ccccc2O1)N1CCN(Cc2ccc(Br)cc2F)CC1 (stereo not given) | i | 12 | 11 | 9 | -3 | 4 | 4 | -4 | 4 | -13
33 | CCCOc1ccc(C(=O)Nc2ccc(C)cc2[N+](=O)[O-])cc1 | i | 5 | 12 | 5 | -6 | 3 | -1 | -1 | -1 | 7
34 | CCOC(=O)CSc1nnnn1-c1cc(OC)ccc1OC | i | 0 | 23 | 11 | -2 | -5 | -5 | -4 | -3 | 2
35 | CC(C)(C)c1ccc(CCC(CC(=O)O)CC(=O)O)cc1 | i | -3 | -1 | 2 | 5 | 17 | 8 | -3 | 5 | 30
36 | CC(Sc1ccsc1[N+](=O)[O-])C(=O)NCc1ccccc1 (stereo not given) | i | 5 | 17 | · | 1 | -3 | 1 | -1 | -6 | -7
37 | CN(CC(=O)Nc1c(Cl)cccc1Cl)C(=O)CNC(=O)C1CCCCC1 | i | -4 | 6 | 1 | 1 | -7 | 3 | 0 | -1 | -6
38 | CCNc1nc(NCC)n2c(SCC(=O)NCC3CCCCC3)nnc2n1 | i | -8 | 13 | -3 | -2 | -2 | 1 | -2 | · | -6
39 | O=Cc1c(NCCc2cccc(F)c2)c2ccccc2[nH]c1=O | i | 14 | 16 | 32 | 0 | 4 | -1 | 33 | 3 | 12
40 | COC(=O)c1ccc(CNC(=O)COC(=O)c2cc(Cl)nc(Cl)c2)cc1 | i | 6 | 9 | 4 | 4 | -6 | 4 | -1 | 1 | -3
41 | COc1ccc(NC(=O)C2C3C=CC(C3)C2C(=O)NCc2ccco2)cc1 (stereo not given) | i | 1 | 4 | -1 | 2 | 1 | -1 | -1 | -5 | -8
42 | O=C(COC(=O)c1ccc(CO)cc1)Nc1ccc(OC(F)F)cc1 | i | -2 | 9 | -3 | -2 | -3 | -1 | -2 | -1 | 14
43 | Cc1ccc(C(=O)N/C(=C/c2ccccc2)C(=O)NC(Cc2ccccc2)C(=O)O)cc1 (stereo not given) | i | -1 | 18 | -3 | 1 | -12 | 6 | -2 | ? | -28
44 | CC(C)NC(=O)C1CCN(C2CCN(Cc3cn[nH]c3-c3ccccc3)CC2)CC1 | i | 2 | 34 | 0 | 0 | 0 | -3 | -7 | 0 | 0
45 | O=C(CN1CCC(NC(=O)c2ccco2)CC1)Nc1ccccc1C(F)(F)F | i | -6 | 5 | -1 | 3 | -3 | 0 | -2 | 0 | -2
46 | O=c1ccccn1CCOc1ccccc1Cl | i | -2 | -34 | -2 | -2 | 8 | -3 | -3 | 3 | 1
47 | Cc1ccnc2c(N3C(=O)C4C5C=CC(C5)C4C3=O)cccc12 (stereo not given) | i | 0 | 1 | -4 | 2 | -5 | 1 | -2 | 3 | -18
48 | COc1cccc2cc(C(C)N(CCCN3CCOCC3)C(=S)Nc3cccc(C)c3)oc12 (stereo not given) | i | -1 | -17 | 2 | 2 | -3 | 3 | 1 | 0 | 0
49 | COc1ccc(NC(=O)CSc2nnc(CNC(=O)c3ccco3)o2)cc1 | i | -4 | 15 | 6 | 2 | -6 | 5 | -1 | · | -4
50 | O=C(Cn1nc(Cc2cccnc2)c2ccccc2c1=O)NCc1ccc(F)cc1 | i | 0 | 3 | 0 | 4 | -3 | 0 | 0 | -11 | -9
51 | Cc1cccn2c(=O)c(C=O)c(N3CCCCCC3)nc12 | i | -8 | -1 | 27 | -3 | 4 | 4 | 5 | 2 | 30
52 | O=C(Nc1ccnn1C1CCN(Cc2ccc(OC(F)F)cc2)CC1)C1CCCC1 | i | 8 | -48 | -4 | -2 | 6 | 4 | 0 | 0 | 6
